Yfh1-off respiration: enhancers of respiration in Yfh1-depleted yeast, dose response, Friedreich's ataxia, plus single-dose screen (AID 1465); 220,000 tested, 0.074% active; S. cerevisiae Yfh1-off respiration, WST-1 reduction, 72 h; higher fold induction means a stronger effect; fold induction at 50 µM, or EC50 in µM where a hit was titrated;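 active means fold induction of absorbance versus untreated yeast above a set limit, then at least 30% activation at any dose in follow-up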;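 further: activators that raise dye reduction in frataxin-depleted yeast; strong numbers were not always called active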
M17LAP inhibition: P. falciparum M17LAP inhibitors, primary screen, biochemical, fluorogenic H-Leu-NHMec substrate, 1536-well (AID 1619) | recombinant M17LAP, H-Leu-NHMec fluorogenic kinetic assay; higher % means a stronger effect | inhibition, % at 30 µM, or IC50 in µM where a hit was titrated | 220,000 tested, 0.38% active;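 active means compound inhibiting the enzyme by more than half at any dose during confirmatory dose-response retesting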;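 further: plate controls were full reaction with DMSO carrier for no effect and no enzyme background for full effect; strong numbers were not always called active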
Lipid droplet: hepatic lipid droplet formation modulation; AML12 mouse hepatocytes, oleate lipid droplets, BODIPY imaging; inhibition, % at 6.5 µM; 240,000 tested, 0.4% active; AID 1656;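 active means lipid droplet intensity inhibited by at least 50%, with more than 500 cells counted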
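Assay system: AML12 hepatocytes (mouse); Probe or stimulus: oleic acid at 100 µM to induce lipid droplet formation; Dosing: compound at 6.5 µM only; Schedule: compound with oleate, overnight; Detection: fluorescence imaging, 20x objective, two fields per well; Measure: % inhibition of lipid droplet signal.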
CSM14.1 death rescue: protection against thapsigargin-triggered cell killing – 384-well, CSM14.1, ATP luminescence, primary screen (AID 1222). CSM14.1 thapsigargin-induced death rescue, ATP luminescence; higher % means a stronger effect. one-dose cellular ATP content (survival), % at 20 µM; EC50 in µM for titrated hits. 190,000 tested, under 10 active;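 active means EC50 below 50 µM in the dose-response confirmation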;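 further: death triggered by thapsigargin at about 15 µM added after 2 h compound pretreatment; cell ATP read after overnight thapsigargin exposure of roughly 18 to 22 hours; normalized against plate controls of thapsigargin alone and 5% DMSO vehicle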
P. falciparum M1AAP: malaria alanyl aminopeptidase activity blockers – biochemical, fluorogenic H-Leu-NHMec substrate, 1536-well (AID 1445); recombinant M1AAP, H-Leu-NHMec fluorogenic kinetic assay; higher % means a stronger effect; inhibition, % at 30 µM; hits with a dose series show IC50 in µM; 220,000 tested, 0.42% active;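 active means primary inhibition above the hit cutoff, then over 50% inhibition at one or more dose response concentrations, cut at about 23% in these data, passing the limit was not always enough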;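 further: plate controls were DMSO full reaction for no effect and no enzyme background for full effect; strong numbers were not always called active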
Insulin prom up: MIN6 insulin promoter up-regulation; MIN6 insulin promoter-GFP reporter, high-content imaging; active compounds read high; z-score at 5 µM; 190,000 tested, 0.3% active; AID 1625;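 active means z-score above 3 at 5 µM with at least 500 cells counted in the well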
Dynein transport: dynein cargo transport inhibition. 3617.4 mouse cells, GR-EGFP nuclear translocation imaging; test concentration mostly 20 µM; stimulated with dexamethasone, 1 µM; active compounds read low. z-score, hits read low. 220,000 tested, 0.47% active;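 active means plate z-score of nuclear minus cytoplasmic receptor signal below a set negative limit, without overly bright fluorescence or cell loss, cut at about -3.5 in these data, passing the limit was not always enough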;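 further: z-score of nuclear minus cytoplasmic ring GR-EGFP intensity difference per well; some compounds called inactive have numbers as strong as hits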
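Buffer or medium: tetracycline-free induction medium containing charcoal-stripped FBS / Reagent: dexamethasone agonist, 1.0 µM final, for 30 min / Technique: automated 10x imaging of fixed Hoechst-stained cells / Times: induction 48 h, compound 1 h, agonist 30 min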
Autophagy mod: alters autophagy in cells. MEF GFP-LC3 puncta imaging; test concentration mostly 10 µM. calls only at 10 µM (by protocol). 190,000 tested, 0.98% active;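 active means percentage of spot-positive cells more than 3 SD above its plate mean, without a fluorescence outlier flag or 80% toxicity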;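 further: spot-positive cell cutoff set from DMSO-treated cells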
MT stabilizer: microtubule stabilizers in HeLa cells | HeLa tubulin immunostaining HCS, 24 h; share of cells brighter than vehicle mean+2SD | % tubulin-high responders, % at 10 µM | 200,000 tested, 0.83% active;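 active means plate Z-score above 3 for both tubulin-high and condensed-nucleus cell shares, with cell loss under 80%, at 10 µM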;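 further: anti alpha tubulin signal scored within the nucleus-defined area of each cell; some results filed as inactive read as strong as hits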
Dynein transport cytoplasmic EGFP: also measured in Dynein transport; calls as there; z-score; measured here: cytoplasmic GR-EGFP intensity; active compounds read high
Dynein transport nuclear GR-EGFP: also measured in Dynein transport; calls as there; z-score; measured here: nuclear GR-EGFP intensity;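 lower value marks the stronger effect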
Dynein transport cell count: second read-out of Dynein transport, no call of its own (marks repeat the call); z-score; measured here: cell count per field
Insulin prom up cell count: second read-out of Insulin prom up, no call of its own (marks repeat the call); cell count; measured here: cytotoxicity, nuclei count;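 total cells summed across four imaged fields per well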
Lipid droplet cells 6.5 µM: also measured in Lipid droplet; calls as there; cell count; measured here: cell count, cytotoxicity flag;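 cells counted across two imaged fields per well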
MT stabilizer Hoechst-high %: recorded beside MT stabilizer, whose call it bears; % Hoechst-high responders; measured here: nuclear condensation Hoechst responders;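 share of cells brighter than vehicle mean plus two SD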
MT stabilizer cytotoxicity %: second read-out of MT stabilizer, no call of its own (marks repeat the call); toxicity, %; measured here: cytotoxicity by cell density;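 0% = mean cell density of plate MIN control wells and 100% = no cells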
Autophagy mod cell loss 18 h: recorded beside Autophagy mod, whose call it bears; toxicity, %; measured here: cell loss, nuclei count;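 cell loss after 18 h compound exposure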
Active calls of the source: *; i = inactive; x = no result given.

Every second line gives: Yfh1-off respiration	M17LAP inhibition	Lipid droplet	Lipid droplet cells 6.5 µM	CSM14.1 death rescue	P. falciparum M1AAP	Insulin prom up	Insulin prom up cell count	Dynein transport	Dynein transport cytoplasmic EGFP	Dynein transport nuclear GR-EGFP	Dynein transport cell count	Autophagy mod	Autophagy mod cell loss 18 h	MT stabilizer	MT stabilizer Hoechst-high %	MT stabilizer cytotoxicity %
Cc1ccc(C(=O)NCCc2nnc3ccc(SCC(=O)Nc4cc(C)on4)nn23)cc1
    i	20.1%	10.4	701	-1.1%	-2.8%	-0.27	1303	0.627	-0.363	-0.068	0.327	i	9.1	2.3	2.4	7.5
Cc1cc(C)n(-c2nnc(C)n2/N=C/c2ccco2)n1
    i	-4.1%	x	x	0.9%	3.8%	-0.27	907	-0.252	-0.0218	-0.169	0.483	i	-7.6	1.0	1.3	8.5
CC(=O)c1c(-c2ccccc2)c2cc(Cl)ccc2[nH]c1=O
    i	-0.8%	3.7	655	-1.2%	9.4%	0.25	1536	0.855	-0.284	0.443	0.578	i	-0.1	1.7	0.9	3.3
O=C(c1cccc(N2C(=O)C3C4C=CC(C4)C3C2=O)c1)N1CCCc2ccccc21 (centres undefined)
    i	16.9%	-4.0	711	1.1%	8.0%	0.42	1350	-0.44	-0.209	-0.529	0.209	i	9.6	2.5	2.9	10.2
CCCCNCCOCCOc1ccc(C)cc1[N+](=O)[O-]
    i	9.9%	x	x	2.1%	1.5%	-0.55	1279	-0.562	-0.156	-0.485	0.698	i	11.2	1.3	1.8	8.2
Cc1cc(-c2nnc(SCC(=O)Nc3nc(-c4ccc(Cl)cc4)cs3)o2)no1
    i	16.9%	-19.2	620	x	8.3%	0	998	0.435	-0.248	0.664	0.147	x	x	x	x	x
CCc1ccc(NC(=O)c2cccnc2)cc1
    i	7.7%	-0.3	620	x	6.2%	0.33	1232	-0.092	-0.187	0.129	-0.614	i	7.3	1.2	2.2	8.0
O=C(Nc1cccnc1)c1scc2c1OCCO2
    i	16.5%	x	x	1.0%	0.6%	0.36	1563	-0.618	-0.0277	-0.133	0.468	i	23.9	4.5	2.4	0.2
O=C(CN1C(=O)C2C3C=CC(C3)C2C1=O)OCC(=O)c1ccccc1 (centres undefined)
    i	1.0%	12.5	633	0.8%	1.1%	0.2	1352	-0.203	-0.263	-0.513	0.375	i	-12.5	1.8	1.4	4.3
CN1CCN(Cc2c(O)ccc3c2oc(=O)c2ccccc23)CC1
    i	-7.1%	-14.9	744	-3.2%	3.2%	0.5	1250	-0.122	-0.221	0.114	0.523	i	4.7	3.2	3.5	5.0
CCOC(=O)c1sc2ncnc(N3CCN(C(=O)OCC)CC3)c2c1C
    i	-6.4%	-1.2	671	x	-3.5%	-1.26	1244	0.201	-0.181	0.671	0.232	i	-5.2	4.8	2.3	6.4
CC(=O)N1N=C(c2ccccc2)OC12CCCC2
    i	1.6%	11.0	721	2.6%	0.8%	-0.07	1478	-0.265	-0.221	-0.183	0.384	i	8.4	1.3	1.1	1.5
COC(=O)CSc1cc([N+](=O)[O-])cc2c1c(C1OCCO1)nn2-c1ccccc1
    i	-1.9%	-0.9	733	0.5%	7.1%	-0.36	1183	-0.551	0.972	-0.426	0.657	i	-2.2	3.7	2.3	9.6
Cc1c(C(=O)N2CCc3ccccc32)oc2c1C(=O)CC(C)(C)C2
    i	11.2%	-18.3	721	0.2%	2.7%	x	x	-0.0832	0.149	0.536	1.68	i	0.8	3.1	1.4	4.3
COc1ccccc1Nc1nc(C2(C)CCC(=O)O2)cs1 (centres undefined)
    i	9.1%	24.8	660	-1.2%	-2.3%	-0.39	1588	-0.941	-0.327	-0.393	0.055	i	-3.9	3.9	3.6	7.6
Cc1cc(C)c(S(C)(=O)=O)c(Oc2ccc(C(C)(C)C)cc2)n1
    x	10.8%	x	x	0.1%	-6.2%	x	x	0.433	-0.222	0.494	0.527	i	-19.2	2.7	1.8	8.3
Cc1ccc(C2=NCCNC2=O)c(C)c1
    i	-6.4%	x	x	-1.3%	-13.3%	0.37	1592	3.92	-0.0872	4.23	-2.77	i	-19.1	7.0	3.1	9.3
CN1CCN(c2ccc(CNS(=O)(=O)c3ccsc3)cc2)CC1
    i	0.3%	-16.2	679	x	8.6%	0.33	1438	0.403	-0.26	-0.0495	-0.122	x	x	x	x	x
COc1cc(C(=O)OCC(=O)N(C)Cc2ccccc2)cc(OC)c1OC
    i	1.5%	-47.9	672	-0.4%	-2.4%	-0.4	1133	-0.982	-0.277	-0.252	0.634	i	0.7	2.0	2.3	10.6
CCS(=O)(=O)N1N=C(c2cccs2)CC1c1cc2cc(C)ccc2nc1Cl (centres undefined)
    i	8.4%	-2.4	707	x	9.8%	1.03	1031	-0.667	0.00323	0.118	0.282	x	x	x	x	x
COc1ccc(C(=O)Nc2ccc(OCC(F)(F)C(F)F)c(C(F)(F)F)c2)cc1OC
    i	-0.4%	x	x	1.2%	10.4%	-1.19	1093	-1.69	-0.169	-0.812	0.614	i	18.4	2.3	2.5	0.4
COc1ccc(Cl)cc1NC(=S)N1CCC(c2ccc(C)cc2)C1 (centres undefined)
    i	-1.2%	-9.0	677	9.7%	5.9%	0.14	1127	-0.916	-0.319	-0.572	0.871	i	-1.9	2.5	2.0	2.1
CC(Oc1ccccc1)c1nnc(N)s1 (centres undefined)
    i	-1.6%	1.7	746	3.3%	4.3%	-0.26	1615	-0.462	-0.221	-0.116	0.804	i	-31.2	2.5	1.9	4.1
Cc1c(C(=O)OCCOc2ccc(Br)cc2)sc(=S)n1C
    i	11.8%	-9.6	667	-1.6%	1.3%	0.12	1601	-1.5	-0.37	-0.624	1.27	i	-7.1	2.4	1.4	10.8
COc1ccc(Nc2oc(COc3ccc(OC)cc3)nc2C#N)cc1
    i	28.3%	-2.1	722	-1.9%	6.3%	x	x	-0.237	0.935	0.639	1.51	i	0.1	1.2	0.2	14.6
CCOC(=O)C1CCN(c2c(N(C)Cc3ccco3)c(=O)c2=O)CC1
    i	6.6%	2.9	696	x	-4.5%	0.24	1573	-1.08	-0.229	-0.584	0.542	x	x	3.5	1.9	9.7
Cc1ccc(C(=O)CC2(O)C(=O)N(Cc3ccccc3Cl)c3ccccc32)o1 (centres undefined)
    i	14.1%	-31.0	694	-0.1%	5.3%	x	x	0.455	-0.312	0.572	0.152	i	3.6	2.9	1.9	6.8
Cc1cc(C(=O)CSc2nnc(Nc3ccccc3F)s2)c(C)n1CC1CCCO1 (centres undefined)
    i	25.4%	x	x	5.5%	1.7%	-1.2	1031	1.53	-0.0224	0.903	-0.285	i	16.1	1.7	2.7	14.1
O=C(CN1C(=O)CCSc2ccccc21)Nc1ccc2c(c1)OCCO2
    i	16.1µM*	x	x	0.1%	-0.2%	-0.88	1525	0.269	0.483	0.973	-1.01	i	-0.4	2.7	3.2	9.6
OC(c1ccccc1)(c1ccccc1)C1CCN(C(=S)NC2CCCC2)CC1
    i	-1.6%	-2.7	740	-0.5%	1.6%	0.22	1450	-0.476	-0.331	0.1	1.23	i	3.4	4.8	3.1	10.8
COc1ccccc1N1CCN(C(=O)CSc2nc3ccccc3[nH]2)CC1
    i	6.1%	-27.6	726	-0.5%	0.8%	-0.62	852	-0.164	-0.243	-0.187	0.458	i	-6.2	1.9	1.7	4.1
S=c1[nH]nc(-c2cc(-c3ccco3)[nH]n2)n1-c1ccccc1
    i	-19.6%	x	x	-1.4%	10.2%	0.42	1629	3.17	-0.0844	1.97	-1.43	i	6.5	1.9	1.6	8.6

Profiles as entered above. Order of screens: Yfh1-off respiration, M17LAP inhibition, Lipid droplet, Lipid droplet cells 6.5 µM, CSM14.1 death rescue, P. falciparum M1AAP, Insulin prom up, Insulin prom up cell count, Dynein transport, Dynein transport cytoplasmic EGFP, Dynein transport nuclear GR-EGFP, Dynein transport cell count, Autophagy mod, Autophagy mod cell loss 18 h, MT stabilizer, MT stabilizer Hoechst-high %, MT stabilizer cytotoxicity %
O=C(CN1C(=O)CCSc2ccccc21)Nc1ccc2c(c1)OCCO2 in the list: i, 16.1µM*, x, x, 0.1%, -0.2%, -0.88, 1525, 0.269, 0.483, 0.973, -1.01, i, -0.4, 2.7, 3.2, 9.6
CN1CCN(Cc2c(O)ccc3c2oc(=O)c2ccccc23)CC1 in the list: i, -7.1%, -14.9, 744, -3.2%, 3.2%, 0.5, 1250, -0.122, -0.221, 0.114, 0.523, i, 4.7, 3.2, 3.5, 5.0
